XIAP antagonists: XIAP antagonists, biochemical, IAP family, fluorescence polarization (AID 1018); XIAP BIR domain, fluorescence polarization peptide displacement; higher % means a stronger effect; actives 0.007% (n = 200,000); displacement, % at 20 µM, or IC50 in µM where a hit was titrated; in the data active means displacement above about 50%; further: a part of the inactive calls stands beside numbers as strong as those of hits
PhoP inhibition: inhibitors of PhoP regulon expression, primary screen, Salmonella Typhimurium, GFP reporter (AID 1863); S. Typhimurium PhoP-regulated promoter GFP reporter, 4 h; higher % means a stronger effect; inhibition, % at 50 µM; hits with a dose series show IC50 in µM; actives 0.16% (n = 300,000);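 active means inhibition over 29.93%, a cutoff 3 SD above the screen mean, later confirmed by dose response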;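 further: 0% = low Mg2+ inducing control and 100% = high Mg2+ repressing control; strong numbers were not always called active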
West Nile virus CPE: West Nile virus antiviral activity, cell-based, CPE readout (AID 1621). West Nile virus-infected cells, CPE inhibition; higher % means a stronger effect. CPE inhibition, % at 10 µM; hits with a dose series show IC50 in µM. actives 0.02% (n = 290,000); in the data active means a potency from the dose series; further: strong numbers were not always called active
P. falciparum M1AAP: P. falciparum M1AAP inhibitors, biochemical, fluorogenic H-Leu-NHMec substrate, 1536-well (AID 1445); inhibition, % at 30 µM; hits with a dose series show IC50 in µM; recombinant M1AAP, H-Leu-NHMec fluorogenic kinetic assay; higher % means a stronger effect; actives 0.42% (n = 220,000);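 active means primary inhibition above the hit cutoff, then over 50% inhibition at one or more dose response concentrations, cut at about 23% in these data, passing the limit was not always enough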;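 further: plate controls were DMSO full reaction for no effect and no enzyme background for full effect; strong numbers were not always called active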
PMI inhibition: human PMI inhibitors, high substrate, primary screen, biochemical, fluorescence intensity, high mannose 6-phosphate (AID 1220); inhibition, % at 20 µM, or IC50 in µM where a hit was titrated; actives 0.66% (n = 190,000); recombinant PMI enzyme, coupled fluorescence intensity; higher % means a stronger effect; in the data active means inhibition above about 50%
CSM14.1 death rescue: protection against thapsigargin-triggered cell killing – 384-well, CSM14.1, ATP luminescence, primary screen (AID 1222) | CSM14.1 thapsigargin-induced death rescue, ATP luminescence; higher % means a stronger effect | cellular ATP content (survival), % at 20 µM; hits with a dose series show EC50 in µM | 190,000 tested, under 10 active;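 active means EC50 below 50 µM in the dose-response confirmation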;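 further: death triggered by thapsigargin at about 15 µM added after 2 h compound pretreatment; cell ATP read after overnight thapsigargin exposure of roughly 18 to 22 hours; normalized against plate controls of thapsigargin alone and 5% DMSO vehicle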
Yfh1-off respiration: mitochondrial function rescue without frataxin homolog – Friedreich's ataxia, plus single-dose screen, dose response (AID 1465); actives 0.074% (n = 220,000); one-dose fold induction at 50 µM; EC50 in µM for titrated hits; S. cerevisiae Yfh1-off respiration, WST-1 reduction, 72 h; higher fold induction means a stronger effect;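 active means fold induction of absorbance versus untreated yeast above a set limit, then at least 30% activation at any dose in follow-up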;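 further: activators that raise dye reduction in frataxin-depleted yeast; strong numbers were not always called active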
P. falciparum M17LAP: P. falciparum M17LAP inhibitors, primary screen, biochemical, fluorogenic H-Leu-NHMec substrate, 1536-well (AID 1619) | recombinant M17LAP, H-Leu-NHMec fluorogenic kinetic assay; higher % means a stronger effect | one-dose inhibition, % at 30 µM; IC50 in µM for titrated hits | actives 0.38% (n = 220,000);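 active means compound inhibiting the enzyme by more than half at any dose during confirmatory dose-response retesting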;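 further: plate controls were full reaction with DMSO carrier for no effect and no enzyme background for full effect; strong numbers were not always called active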
Siah-1 displacement: Siah-1 peptide-binding antagonists, primary screen, biochemical, fluorescence polarization, rhodamine-plectin, uHTS (AID 1817); Siah-1 / rhodamine-plectin peptide fluorescence polarization; higher % means a stronger effect; displacement, % at 20 µM; hits with a dose series show IC50 in µM; actives 0.02% (n = 290,000);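 active means displacement of at least 50% at 20 µM, with a fluorescence ratio check between 0.3 and a set limit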;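 further: plate controls were Siah plus tracer with DMSO for no effect and tracer alone without Siah for full effect; strong numbers were not always called active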
Starred values were filed as active, the others as inactive; i = inactive; . = not tested or not shown.

SMILES	XIAP antagonists	PhoP inhibition	West Nile virus CPE	P. falciparum M1AAP	PMI inhibition	CSM14.1 death rescue	Yfh1-off respiration	P. falciparum M17LAP	Siah-1 displacement
CCOC(=O)COc1ccc(S(=O)(=O)N2CCN(c3ccc(OC)cc3)CC2)cc1	-2.7%	8%	0.3%	-1%	9%	-0.1%	i	-4%	2%
O=C(NCc1ccco1)c1ccc2c(=O)n(CC3CCCO3)c(=S)[nH]c2c1 (stereo unspecified)	-2.5%	-10%	0.3%	8%	-36%	-0.6%	i	-2%	2%
CC(C)(C)NC(=O)C(c1ccncc1)N(CC1CCCO1)C(=O)Cn1nnc(-c2ccc(F)cc2)n1 (stereo unspecified)	-7.2%	2%	-0.8%	6%	8%	-1.7%	i	1%	3%
CCOC(=O)c1cc(-c2ccccc2)nn1-c1ccccn1	-4.4%	10%	-0.1%	-1%	-2%	-1.3%	i	2%	-4%
COC(=O)CN(c1ccc2c(c1)OCCO2)S(=O)(=O)c1ccccc1	-3.4%	-2%	0.1%	3%	3%	-2.2%	i	7%	-4%
O=C(Nc1nnc(C2CC2)s1)c1n[nH]c(=O)c2ccccc12	.	-16%	-0.1%	5%	.	.	i	-3%	-4%
OCC1OC(n2nnc3ccccc32)C(O)C(O)C1O (stereo unspecified)	-0.1%	-3%	0.8%	2%	-3%	-1.4%	i	1%	2%
O=[N+]([O-])c1ccc(Cl)c(/C=N/n2c(C3CCCCC3)n[nH]c2=S)c1	-4.2%	17%	13%	6%	0%	-3.2%	i	-7%	-3%
CC(NC(=S)NCc1ccc(F)cc1)C12CC3CC(CC(C3)C1)C2 (stereo unspecified)	-6.9%	1%	-1.2%	-2%	0%	0.1%	i	-4%	2%
O=c1nc(N2CCCCC2)nc2n1CCO2	1.7%	-5%	0.5%	4%	11%	-1.9%	i	-8%	9%
COC(=O)c1ccccc1NC(=O)Cn1nc2n(C)c3ccccc3n2c(=O)c1=O	-5.8%	-7%	0.8%	-5%	3%	-1.9%	i	-3%	14%
COC(=O)Cn1c(CCC(=O)O)ccc1-c1ccccc1	-2.7%	21%	0.8%	6%	0%	-0.8%	i	9%	4%
C=CCn1c(C(C)NC(=O)c2cccc(C)c2)n[nH]c1=S (stereo unspecified)	-5.7%	-1%	0.5%	0%	-4%	1.3%	i	-5%	0%
COCCn1nnnc1C(c1ccccn1)N1CCN(c2cc(Cl)ccc2C)CC1 (stereo unspecified)	-4.8%	-7%	-0.6%	0%	1%	-0.3%	i	-14%	3%
CC(C)(C)SCCNS(=O)(=O)c1ccccc1	-5.4%	7%	-0.3%	1%	-8%	-1.4%	i	7%	-1%
COC(=O)CC1=NN(c2ccccc2)C(=O)C1	-2.4%	3%	-0.5%	2%	-10%	0.0%	i	-7%	-4%
C#CCNC(=O)C1=C[C@@H](C)C[C@@H](OCc2ccc(CO)cc2)O1	-4.1%	-3%	-0.3%	3%	0%	-0.6%	i	-2%	8%
COc1ccc(OCC(=O)N2CC3(C)CC2CC(C)(C)C3)cc1 (stereo unspecified)	-7.2%	2%	-0.4%	3%	3%	.	i	-2%	2%
COCCCN(CC(=O)O)S(=O)(=O)c1cccc(Cl)c1	-8.2%	0%	-0.4%	6%	-23%	0.9%	i	7%	0%
COc1ccc(C(=O)Nc2ccc(OCc3ccccc3)cc2)cc1[N+](=O)[O-]	-1.8%	-2%	1.5%	-2%	-6%	-1.6%	i	-2%	2%
Cc1nn(Cc2c(F)cccc2Cl)c(C)c1NC(=O)C1CC1	-3.2%	-4%	0.0%	-6%	6%	-1.0%	i	-5%	0%
O=C(NCc1ccccc1)c1csc2c1CCCC2	-6.4%	3%	0.0%	-10%	-10%	2.5%	i	-3%	7%
CCC1(C)CC(CCNS(=O)(=O)c2ccc(C)cc2)(c2ccc(C)cc2)CCO1 (stereo unspecified)	-0.9%	4%	-0.7%	3%	18%	-0.3%	i	5%	2%
COc1ccc(-c2cnn3c(N)c(S(=O)(=O)C(C)(C)C)cnc23)cc1	-6.8%	35%	-0.7%	-4%	-10%	2.9%	i	-3%	-3%
Nc1nc(NC(=O)c2ccco2)nn1-c1ccccc1	2.9%	4%	0.7%	-3%	27%	-0.1%	i	4%	5%

Retrieved by compound from the list above:
SMILES	XIAP antagonists	PhoP inhibition	West Nile virus CPE	P. falciparum M1AAP	PMI inhibition	CSM14.1 death rescue	Yfh1-off respiration	P. falciparum M17LAP	Siah-1 displacement
COCCn1nnnc1C(c1ccccn1)N1CCN(c2cc(Cl)ccc2C)CC1 (stereo unspecified)	-4.8%	-7%	-0.6%	0%	1%	-0.3%	i	-14%	3%
CC(NC(=S)NCc1ccc(F)cc1)C12CC3CC(CC(C3)C1)C2 (stereo unspecified)	-6.9%	1%	-1.2%	-2%	0%	0.1%	i	-4%	2%
COC(=O)Cn1c(CCC(=O)O)ccc1-c1ccccc1	-2.7%	21%	0.8%	6%	0%	-0.8%	i	9%	4%

Further entries follow:
SMILES	XIAP antagonists	PhoP inhibition	West Nile virus CPE	P. falciparum M1AAP	PMI inhibition	CSM14.1 death rescue	Yfh1-off respiration	P. falciparum M17LAP	Siah-1 displacement
O=C(NCCc1csc(-c2ccccc2)n1)c1c(F)cccc1F	-6.7%	3%	0.4%	1%	-3%	-0.9%	i	0%	9%
COC(=O)CC1C(=O)NCCN1C(=O)CSc1nc2ccccc2c(=O)n1CC(C)C (stereo unspecified)	-6.6%	7%	1.3%	0%	-5%	-2.2%	i	6%	0%
O=C(O)c1cc(N/N=C2/CC(c3ccccc3)Oc3ccccc32)ccc1Cl (stereo unspecified)	-11%	-19%	0.0%	15%	-76%	-0.6%	i	36%	-4%
Cc1cc(C)n(-c2nc(SCC(=O)O)c3c4c(sc3n2)CCCC4)n1	.	-8%	0.1%	-2%	.	.	i	-3%	1%
Cn1c(-c2sc(=S)n(-c3ccccc3)c2N)nc2ccccc21	-3.9%	-2%	0.0%	4%	-4%	-1.2%	i	-3%	5%
CC(=O)c1ccc(NC(=S)Nc2ccc(N3CCOCC3)cc2)cc1	-0.1%	-9%	0.7%	10%	21%	-0.3%	i	-4%	-2%
Cc1nc2nc(SCC(=O)c3ccccc3)[nH]c2cc1Br	.	-3%	-0.4%	4%	.	.	i	1%	2%
Cn1ncc(N=Cc2ccccc2O)c1C(=O)N1CCOCC1	-3.2%	0%	.	9%	-9%	-1.8%	.	1%	-1%
CC(NC(=O)c1ccc(OC2CCN(Cc3ccccn3)CC2)cc1)c1ccccc1 (stereo unspecified)	-8.7%	1%	-1.2%	7%	-9%	3.5%	i	-1%	1%
COc1ccc(CCN2CNc3c(c(=O)n(C)c(=O)n3C)C2)cc1	-3.4%	-4%	0.0%	3%	-4%	0.6%	i	2%	1%
CCOC(=O)Cn1c(S(=O)(=O)Cc2cccc(F)c2)nc(-c2ccccc2)c1-c1ccccc1	-3.6%	-6%	-1.4%	1%	12%	-0.9%	i	2%	-4%
Cc1c2cnn(CC(=O)Nc3cccc(C(F)(F)F)c3)c(=O)c2c(C)n1Cc1ccccc1F	-3.6%	20%	-0.7%	3%	4%	0.3%	i	1%	11%
Cc1ccc(Nc2nc(N)nc(CC#N)n2)cc1	-2.4%	38%	1.5%	8%	3%	-0.7%	i	-1%	3%
CCN(CC)C(=O)C1CCCN(C/C(C)=C/c2ccccc2)C1 (stereo unspecified)	-8.8%	9%	-1.3%	1%	8%	-1.8%	i	10%	4%
COc1ccccc1N1C(=O)C(Cl)=C(Nc2ccccc2O)C1=O	-2.1%	5%	-0.7%	9%	7%	-0.6%	i	21%	16%
CC(=O)Nc1ccc(Cc2nc3c([nH]2)c(=O)n(C)c(=O)n3C)cc1	.	-4%	-0.6%	6%	.	.	i	-2%	0%
O=C(O)Cc1coc2cc3c(cc12)CCC3	-6.0%	13%	-0.2%	0%	0%	-0.4%	i	9%	5%
COc1cccc(C(=O)NCC2(c3ccccc3)CCCC2)c1	-5.6%	-5%	-1.4%	5%	1%	4.8%	i	-1%	1%
N#Cc1c(SCC(N)=O)nc2c(c1-c1ccc(O)cc1)CCCC2	-1.7%	5%	0.0%	5%	-3%	-2.7%	i	-7%	-3%
C=C1CC2C3CC[C@@]4(OCOC45COCO5)[C@@]3(C)C(O)CC2[C@@]2(C)CCC(=O)C=C12 (stereo partly specified)	-1.8%	5%	1.3%	2%	13%	2.3%	i	-3%	6%
O=C(NC1CCCC1)C1CCC(=O)N1C1CCCCC1 (stereo unspecified)	-6.3%	-5%	-0.1%	5%	-14%	-1.2%	i	-3%	3%
N#Cc1ccc(Oc2nc(C#N)cc(-c3ccccc3)n2)cc1	-7.0%	-11%	0.0%	6%	11%	-8.5%	i	-7%	-3%
Cc1cc(C)cc(OCC(=O)OC/C(O)=C(\C#N)c2nc3ccccc3[nH]2)c1	-3.8%	5%	-1.4%	8%	37%	0.2%	i	10%	0%
Cc1cc(=O)oc2cc(OC(C)C)ccc12	0.9%	-4%	0.5%	5%	-1%	-0.6%	i	-37%	-1%
Cc1cccc(NC(=O)CN(C)S(=O)(=O)c2ccc(Cl)cc2)n1	-0.8%	7%	-1.2%	17%	-2%	-2.3%	i	-3%	10%
(cont.)
SMILES	XIAP antagonists	PhoP inhibition	West Nile virus CPE	P. falciparum M1AAP	PMI inhibition	CSM14.1 death rescue	Yfh1-off respiration	P. falciparum M17LAP	Siah-1 displacement
Cc1ccc(NC(=O)c2cc(S(=O)(=O)NCCC3=CCCCC3)ccc2F)cc1F	-1.2%	13%	-1.0%	-5%	18%	0.9%	i	-3%	4%
COc1ccc(Br)cc1CNC(=O)C1CCN(C(=O)N(C)C)CC1	-6.8%	-12%	-0.3%	3%	8%	-2.0%	i	-2%	6%
CC(=O)NS(=O)(=O)c1ccc(NC(=O)c2ccc(Br)o2)cc1	-3.9%	-8%	-0.2%	2%	-13%	-1.3%	i	2%	3%
COc1ccccc1NCCC(=O)OCC(=O)NCc1ccco1	-3.4%	-8%	0.1%	-11%	32%	.	i	-4%	-6%
CCCCn1c(CNC(=O)C(C)(C)C)nc2ccccc21	-5.0%	27%	-0.4%	-5%	0%	0.9%	i	-1%	4%
CC(=O)C1(O)C(C)CC2C3CCC4CC(O)CCC4(C)C3=CCC21C (stereo unspecified)	-2.2%	2%	-0.8%	-1%	5%	-1.5%	i	-2%	3%
O=C1c2ccccc2NC2(CCCC2)N1O	-3.2%	18%	-0.2%	6%	-23%	-0.1%	i	3%	3%
COc1cc(OC)cc(C(=O)N2CCN(C(=O)c3ccc(OC)c(OC)c3)CC2)c1	-7.3%	-3%	.	4%	1%	-1.7%	.	-3%	4%
CC(C)CC(=O)NC(=S)Nc1ccc(N2CCCC2)c(Cl)c1	.	-3%	-1.5%	12%	.	.	i	-3%	-2%
CC(Oc1ccc(Cl)cc1Cl)C(=O)NC1=NN(c2ccccc2)C(=O)C1 (stereo unspecified)	-0.5%	4%	0.0%	6%	-6%	-1.5%	i	12%	5%
COc1ccccc1N1CCN(C(=O)c2ccc(Cn3c(=O)[nH]c4ccsc4c3=O)cc2)CC1	.	-10%	0.1%	-3%	.	.	i	-3%	0%
Cc1[nH]nc(SCC(=O)NC2CCCC2)c1[N+](=O)[O-]	-6.6%	-6%	-0.1%	10%	-12%	-0.5%	i	7%	-3%
